LYPLA2 counter – blocks human lysophospholipase 2, a PME1 counter-screen | O95372 | recombinant LYPLA2, FP-Rh probe fluorescence polarization | inhibition, % at 5.9 µM | 0.38% of 320,000 active;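 active = inhibition above the screen-wide mean plus 3 SD, limit set per campaign, cut at about 26% in these data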;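 also: 0% = LYPLA2 with DMSO and 100% = wells lacking LYPLA2 enzyme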
GSTO1 inh – counter-screen for RBBP9 inhibitors: inhibitors of human GSTO1; AID 1974; P78417; 1.1% of 300,000 active; inhibition, % at 5.96 µM; recombinant GSTO1, activity-based probe fluorescence polarization;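 active = inhibition above the campaign mean inhibition plus 3 SD, cut at about 35% in these data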;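 also: 0% = GSTO1-1 with DMSO and 100% = wells lacking GSTO1-1 enzyme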
PAD4 FP inh – inhibitors of human PAD4. Q9UM07. recombinant PAD4, RCA probe fluorescence polarization. inhibition, % at 6.36 µM. 0.41% of 330,000 active;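 active = percent inhibition above a cutoff equal to the mean of all tested compounds plus 3 SD, cut at about 15% in these data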;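 also: 0% = PAD4 with RCA probe and DMSO and 100% = probe without PAD4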
Target sequence (Q9UM07 whole entry, looked up): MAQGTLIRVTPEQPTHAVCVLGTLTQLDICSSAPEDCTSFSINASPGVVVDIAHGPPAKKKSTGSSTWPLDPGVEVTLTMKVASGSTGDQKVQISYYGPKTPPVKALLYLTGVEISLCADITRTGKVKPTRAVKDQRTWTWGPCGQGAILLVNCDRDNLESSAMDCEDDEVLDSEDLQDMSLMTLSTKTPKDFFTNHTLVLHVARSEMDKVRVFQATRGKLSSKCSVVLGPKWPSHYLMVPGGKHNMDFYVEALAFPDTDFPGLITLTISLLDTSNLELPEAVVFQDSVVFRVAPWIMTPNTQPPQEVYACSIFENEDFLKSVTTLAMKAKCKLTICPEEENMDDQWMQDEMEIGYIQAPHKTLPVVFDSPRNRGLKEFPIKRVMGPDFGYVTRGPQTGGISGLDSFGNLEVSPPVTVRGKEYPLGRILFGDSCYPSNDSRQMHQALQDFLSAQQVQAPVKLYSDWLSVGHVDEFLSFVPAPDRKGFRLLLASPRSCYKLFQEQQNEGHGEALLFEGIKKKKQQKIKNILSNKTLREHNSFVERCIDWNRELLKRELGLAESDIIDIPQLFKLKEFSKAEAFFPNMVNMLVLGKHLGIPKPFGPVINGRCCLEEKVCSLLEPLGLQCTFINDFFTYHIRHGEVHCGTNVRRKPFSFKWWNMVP
PAFAH2 inh – PAFAH2 (human) inhibition; recombinant PAFAH2, FP-rhodamine activity probe, fluorescence polarization; inhibition, % at 3.39 µM; 0.99% of 340,000 active; AID 492956;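 active = inhibition above the mean over all tested compounds plus 3 SD, cut at about 30% in these data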;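 also: inhibitors block probe labeling of enzyme so polarization drops; 0% = enzyme with DMSO and 100% = wells lacking PAFAH2 protein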
PAFAH1B3 FP inh – inhibitors of human PAFAH1B3; Q15102; recombinant PAFAH1B3, FP-rhodamine probe, fluorescence polarization; inhibition, % at 3.39 µM; 0.28% of 340,000 active; AID 492972;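 active = inhibition above the screen-wide average of all tested compounds plus 3 SD, cut at about 25% in these data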;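 also: 0% = enzyme with DMSO only and 100% = wells lacking PAFAH1B3 protein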
ZTA DNA inh – blocks Epstein-Barr virus ZTA, an EBNA-1 counter-screen; P03206; ZTA-DNA binding, fluorescence polarization; inhibition, % at 11 µM; 0.15% of 320,000 active; AID 2234; in the data active = inhibition above about 33%
LYPLA1 inh – counter-screen for PME1 inhibitors: inhibitors of human LYPLA1 | O75608 | 0.16% of 320,000 active | inhibition, % at 5.9 µM | recombinant LYPLA1, FP-Rh probe fluorescence polarization;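 active = inhibition above the mean of all tested compounds plus 3 SD, set per campaign, cut at about 14% in these data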;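 also: inhibitors block serine hydrolase probe labeling of LYPLA1 so polarization falls; 0% = enzyme with DMSO and 100% = wells lacking LYPLA1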
Target sequence (O75608 whole entry, looked up): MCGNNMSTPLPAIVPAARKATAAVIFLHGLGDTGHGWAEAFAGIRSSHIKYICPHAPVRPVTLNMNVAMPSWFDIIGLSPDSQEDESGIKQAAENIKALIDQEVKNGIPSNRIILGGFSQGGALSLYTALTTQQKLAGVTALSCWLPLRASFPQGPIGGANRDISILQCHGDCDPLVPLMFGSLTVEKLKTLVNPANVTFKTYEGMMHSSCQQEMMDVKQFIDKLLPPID
PREPL inh – inhibits the human prolyl oligopeptidase-like enzyme | Q4J6C6 | recombinant PREPL, fluorescence polarization activity-based probe | inhibition, % at 5.96 µM | 0.68% of 320,000 active; in the data active = inhibition above about 43%;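 also: 0% = enzyme with DMSO and 100% = wells lacking enzyme; many of its hits are not listed in these tables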
EBNA-1 inh – blocks EBNA-1 binding to DNA. EBNA-1 DNA binding, fluorescence polarization. inhibition, % at 14.8 µM. 0.34% of 300,000 active. AID 1950; in the data active = inhibition above about 28%
Starred values were filed as active, the others as inactive; . = not tested or not shown. The list is partial; the hit share may differ from the screen's.

The first two records (preview)
no.	smiles	LYPLA2 counter	GSTO1 inh	PAD4 FP inh	PAFAH2 inh	PAFAH1B3 FP inh	ZTA DNA inh	LYPLA1 inh	PREPL inh	EBNA-1 inh
1	O=C(Nc1ccc(Cl)c(Cl)c1)C1=Cc2ccccc2OC1	-50.0	-36.7	0.0	-73.3	-36.5	17.0	-45.8	-5.2	-8.3
2	COc1ccc2oc(C(=O)Nc3ccccn3)c(C)c2c1	-10.7	1.8	-0.3	-0.8	0.9	-8.2	-6.4	-3.3	6.2

Results, from the first entry:
no.	smiles	LYPLA2 counter	GSTO1 inh	PAD4 FP inh	PAFAH2 inh	PAFAH1B3 FP inh	ZTA DNA inh	LYPLA1 inh	PREPL inh	EBNA-1 inh
1	O=C(Nc1ccc(Cl)c(Cl)c1)C1=Cc2ccccc2OC1	-50.0	-36.7	0.0	-73.3	-36.5	17.0	-45.8	-5.2	-8.3
2	COc1ccc2oc(C(=O)Nc3ccccn3)c(C)c2c1	-10.7	1.8	-0.3	-0.8	0.9	-8.2	-6.4	-3.3	6.2
3	Cc1cc(C(=O)N/N=C2\CC(=O)CC(C)(C)C2)c(C)n1-c1ccccc1	-1.6	2.7	4.3	11.4	-8.7	-22.8	2.3	19.5	-6.0
4	Cc1c(/C=N/NC(=O)c2cc(Br)ccc2O)c(=O)n(C)c(=O)n1C	-0.2	1.1	-0.8	-12.5	1.6	1.9	0.2	-0.6	-4.5
5	CCCSc1nc(-n2ncc(C#N)c2N)c2c3c(sc2n1)CCC(C)C3 (configuration not stated)	-5.4	-2.0	-1.9	-4.6	5.7	-13.5	-2.4	7.4	-10.2
6	COc1ccc(C(=O)NNC(=S)NC(=O)c2ccc(Br)o2)cc1OC	2.8	10.1	1.1	-0.6	9.9	5.7	-1.1	4.2	-1.3
7	C/C(=N/NC(=O)CNC(=O)Cc1ccccc1)c1ccc(Cl)cc1	0.0	6.5	-2.2	.	.	-2.7	-1.4	-9.3	6.7
8	O=C(NN=c1c(=O)c2ccccc2c1=O)c1ccccc1	-0.5	77.3*	44.1*	3.0	37.5*	-2.6	0.2	-6.1	3.3
9	CSc1ccccc1C(=O)NC1CCCCCC1	3.0	-3.3	-1.2	-3.0	6.2	-2.0	-0.4	2.6	4.7
10	Cc1ccc(NC(=O)Cn2cc(S(=O)(=O)c3ccc(C)cc3)c(=O)c3cc(F)ccc32)cc1	-3.1	-1.3	-0.3	-3.7	-4.7	-15.7	-2.6	24.5	3.6
11	Oc1ccc(Cl)cc1CNc1ccccn1	-1.1	5.9	-1.3	9.3	8.3	7.8	1.2	-22.3	4.2
12	COc1cc(NC(=S)N2CCN(c3ccccn3)CC2)cc(OC)c1	2.5	-0.1	4.0	2.7	3.2	10.6	-3.8	3.4	-2.5
13	O=C(CNC(=O)Cc1ccccc1)N=Nc1c(O)[nH]c2ccccc12	6.4	3.4	-0.2	-3.1	2.8	-7.2	1.4	12.6	-0.9
14	O=S(=O)(c1ccc(Cl)cc1)N1CCN=C1SCc1cccc(Cl)c1	-2.3	4.1	-2.4	-5.9	5.6	3.7	-0.3	-7.9	-1.7
15	COc1ccc2[nH]c(C)c(C(=O)CN3CCOCC3)c2c1	1.9	4.6	-5.7	0.0	2.2	-12.3	1.1	25.9	-2.4
16	CC(=O)Nc1ccc(NC(=O)CSc2nnc(-c3cc4ccccc4o3)n2C)cc1	-4.3	10.0	0.3	7.9	6.4	5.8	-1.4	3.1	3.2
17	Cc1cc(OC(=O)c2ccc(Cl)cc2Cl)nc(C)n1	-2.8	7.9	-4.1	2.9	-5.5	2.5	6.4	5.1	12.0
18	CC(Sc1nnnn1-c1ccccc1)C(=O)Nc1ccc(Cl)cn1 (configuration not stated)	-0.6	0.4	-1.2	4.8	-1.0	4.7	-3.4	-29.9	12.5
19	COCc1cc(N2CCN(c3ccccc3F)CC2)nc(-c2ccccc2)n1	-1.4	-2.8	-4.1	-6.6	7.0	6.3	-0.7	0.4	-12.1
20	Cc1nc2sc(C(c3ccc(F)cc3)N3CCOCC3)c(O)n2n1 (configuration not stated)	-7.0	-1.9	-1.4	6.3	7.3	-12.8	-1.4	1.0	-13.2
21	COc1ccc(C(=O)N/N=C\c2ccc(OC)c(COc3ccccc3Br)c2)c(OC)c1	-69.7	-28.4	-3.1	-64.6	-40.5	-5.1	-38.3	-23.5	5.0
22	Cc1cc(C(=O)Nc2ccc(Br)cc2F)n(-c2ccccc2)n1	2.0	9.2	1.5	6.2	0.3	-13.5	-4.5	26.7	-1.4
23	Cc1cc(N/N=C\c2ccccc2)nc(-c2ccccc2O)n1	-15.7	-7.8	-0.1	-0.1	5.0	6.5	-10.1	8.1	6.6
24	CC1c2cc3c(cc2CCN1C(=O)c1cccc(F)c1)OCCCO3 (configuration not stated)	8.8	2.5	1.9	-4.6	1.2	-4.6	0.2	4.3	1.5
25	Cc1ccc(C)c(C(=O)N(Cc2nc(-c3ccc(Cl)cc3)no2)C(C)C)c1	1.6	-3.6	1.4	4.2	1.2	0.2	-2.4	15.0	-7.8
26	COC(=O)c1cc(Br)c(=O)n(CCN2CCCCC2)c1	-0.5	2.6	-2.2	-1.6	-0.8	4.4	-3.0	3.0	8.1
27	O=C(CSc1nc2ccccc2n1Cc1ccc(Cl)cc1)N/N=C/c1ccccc1C(=O)O	-17.1	-10.6	-0.3	1.7	11.2	21.4	-9.9	-40.5	-3.5
28	Cc1cc(C)cc(NC(=O)N(C)Cc2ccccc2)c1	-0.8	0.3	-4.1	.	.	-6.4	-1.6	3.7	5.5
29	CCCCN1C(=N)N([C@@H](CN2CCC[C@H]2CN2C(N)=NC[C@@H]2Cc2ccccc2)C(C)C)C[C@H]1Cc1ccccc1	.	.	0.4	-7.0	5.3	.	.	64.7*	.
30	COC(=O)C1=C(C)N(C)C(=O)NC1c1cc(Cl)c(O)c(OC)c1 (configuration not stated)	-0.3	8.9	-0.9	1.4	10.7	-13.2	-2.5	-2.7	10.4
31	Cc1nn(Cc2ccccc2Cl)c2sc(C(=O)NCCCn3ccnc3)cc12	6.5	2.6	-0.1	0.2	-1.9	-15.8	-1.9	-25.0	-10.8
32	CCCC(=O)N1CCc2cc(OC)c(OC)cc2C1c1cc2cc3c(cc2[nH]c1=O)OCO3 (configuration not stated)	1.5	8.8	-3.0	4.3	12.3	-4.5	-2.9	-2.6	1.9
33	Cc1ccc(Cl)c(NC(=O)COC(=O)c2nn(-c3ccccc3)cc2O)c1Cl	.	.	-4.3	-4.8	0.1	.	.	5.5	.
34	CCn1c(SCC(=O)c2cc(OC)ccc2OC)nnc1C1CC1	-8.1	9.2	-10.0	-4.4	-2.7	7.2	-4.5	4.5	-0.7
35	O=C(NC1CCCCC1)C1c2ccccc2C(=O)N1Cc1ccco1 (configuration not stated)	8.2	-6.0	-0.7	2.5	6.0	-9.7	2.3	13.2	2.1
36	CCC1(C)Cc2c(sc3nc(SC)[nH]c(=S)c23)CO1 (configuration not stated)	-9.1	-9.4	35.7*	.	.	4.9	-2.5	3.9	14.3
37	COc1ccc(S(=O)(=O)N2CCOC2CNC(=O)C(=O)NCCCN(C)C)cc1C (configuration not stated)	-3.4	-3.4	-3.4	-2.8	5.6	-8.2	-0.2	0.2	0.6
38	COc1ccc(Nc2nnc(-c3ccc(O)cc3)c3ccccc23)cc1C(N)=O	5.6	3.5	2.2	7.3	-0.7	2.6	0.1	15.1	-5.3
39	O=C(c1cccc(OC(F)F)c1)N1CCN(c2ncccn2)CC1	4.4	-1.8	-0.4	-1.8	9.1	-10.5	0.1	4.2	-4.8
40	O=C(Nc1ccc(N2CCOCC2)cc1)NC1CCCCC1	-2.3	5.7	2.2	-5.6	-5.3	-9.7	0.2	0.2	-4.2
41	COC(=O)c1ccc(NC(=O)CSc2nnc(C3CC3)n2C)cc1	2.7	1.1	1.2	-6.1	-0.4	8.1	2.1	1.7	8.3
42	CN(C(=O)c1cncc(Br)c1)C1C2CC3CC(C2)CC1C3 (configuration not stated)	4.6	1.1	-4.3	1.8	8.9	0.0	3.1	20.0	-20.1
43	CN1CCN(c2nc(-c3cccs3)cs2)CC1	-1.8	5.0	-4.2	8.6	4.2	-2.7	0.4	10.2	-7.3
44	CC(C)C(NC(=O)c1ccccc1NC(=O)C(C)(C)C)C(=O)N1CCOCC1 (configuration not stated)	.	.	-3.4	2.6	4.9	.	.	12.1	.
45	O=C(N/N=C/C(Br)=C\c1ccccc1)c1ccco1	-7.1	0.4	3.7	.	.	7.6	-1.1	1.9	-3.6
46	CC(C)C1C(=O)CC(c2ccccc2)NC1c1ccccc1 (configuration not stated)	0.5	1.9	-4.9	-2.8	-0.1	-5.6	-1.2	2.4	-0.4
47	COc1ccc(CNC(=O)COC(=O)c2cc(C)nc3ccccc23)cc1	.	.	-5.1	-6.3	6.1	.	.	-10.0	.
48	CCN1CCN(CC(=O)Nc2nc3ccccc3s2)CC1	3.3	2.0	0.4	-4.9	8.2	-11.4	-0.9	-6.6	-3.7
49	Cc1ccc(C2=CC(c3ccccc3)n3ncnc3N2)c(C)c1 (configuration not stated)	-5.4	6.2	-5.4	5.7	8.7	7.8	1.2	-66.4	-14.4
50	CCC1CCCCN1C(=O)COc1ccc2c(c1)OCO2 (configuration not stated)	0.8	3.0	0.9	-0.8	5.9	-8.8	-3.1	2.3	5.1
51	Cc1ccc(N=Cc2ccc(N(C)C)cc2)cc1C	2.8	5.7	4.4	0.8	9.5	-6.4	-0.2	5.8	-1.0
52	COc1ccccc1NC(=O)N1CCN(c2cccc(C(F)(F)F)c2)CC1	2.7	4.5	0.5	1.3	5.1	-4.3	4.4	-9.1	-13.0
53	CCOc1ccc(S(=O)(=O)NCCC(=O)N2CCCN(C)CC2)cc1	3.2	0.2	2.8	0.3	15.9	-7.0	-0.5	15.6	7.7
54	CCOCCCN(C)C1CCN(C(=O)c2oc3ccccc3c2NC(=O)c2cccc([N+](=O)[O-])c2)CC1	-7.7	4.0	-3.7	-1.4	-3.4	2.0	-4.2	5.2	4.0
55	COc1ccc2c(c1)c(=O)oc1c(C)c(OCc3ccc(C(=O)O)cc3)ccc12	2.1	-5.7	0.3	-4.4	12.9	7.5	1.1	2.3	10.2
56	O=C(NCc1cccnc1)Nc1ccccc1F	5.1	2.0	1.3	9.3	4.0	2.2	-1.1	0.1	-0.8
57	COc1cccc2[nH]c3c(N4CCC(C)CC4)ncnc3c12	-1.3	-0.1	-5.9	1.8	6.1	2.4	0.2	18.0	-5.1
58	CC(C)c1cc(-c2cc(C(=O)Nc3ccccc3)on2)nc(NCC2CC2)n1	-16.5	1.2	-3.6	.	.	5.9	-18.0	0.4	-3.2
59	CCOC(=O)N1CCN(C(=O)COC(=O)c2ccc(O)cc2O)CC1	-0.4	-1.2	-1.1	-0.7	0.4	17.7	-3.3	0.4	-1.7
60	COc1ccccc1OCCC(=O)O	1.5	11.0	-4.4	5.2	6.8	-0.8	-0.3	13.8	-18.1

Going on with the list.
no.	smiles	LYPLA2 counter	GSTO1 inh	PAD4 FP inh	PAFAH2 inh	PAFAH1B3 FP inh	ZTA DNA inh	LYPLA1 inh	PREPL inh	EBNA-1 inh
61	CN(C)c1ccc(C(=O)c2ccc(O)cc2O)cc1	11.4	6.9	-3.8	0.7	3.2	-11.7	2.7	1.6	-12.6
62	NC1=NC(=O)/C(=C/c2cccs2)S1	7.2	-3.4	-2.5	-0.6	0.0	-9.0	-3.0	1.1	-5.1
63	COC(=O)c1cc(C)nc2c1C(=O)C(=O)C=C2N1CCOCC1	79.0*	99.5*	72.2*	55.6*	73.0*	57.1*	71.5*	42.7	-0.9
64	COCCN(C(=O)COC(=O)/C=C/c1ccc(OC)c(OC)c1)c1c(N)n(Cc2ccccc2)c(=O)[nH]c1=O	-0.6	15.4	3.3	0.1	1.2	3.7	-0.6	-7.8	5.7
65	CC(=O)C1=C(c2ccccc2)NC(=O)NC1c1ccccc1OCC(=O)NCc1ccccc1 (configuration not stated)	2.7	2.1	-4.1	5.5	4.4	-12.6	3.7	9.3	-3.9

Source: PubChem BioAssay (The Scripps Research Institute Molecular Screening Center)
